PTEN del growth = growth suppression of PTEN-null HCT116, primary screen, cell-based, CellTiter-Glo | HCT116 PTEN-null viability, 60 h; stronger effect = lower value | viability, % at 10 µM | hit rate 1.2% among 140,000 | AID 827, 2007;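 active means viability at or below a set limit, 4 SD under the median of all tested compounds, cut at about 3.7% in these data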;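 further: PTEN knockout HCT116 line with beta catenin targeted HCT116 as companion control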
NPY Y2 blocker = NPY-Y2 receptor antagonists, primary screen, cell-based. Neuropeptide Y receptor type 2 (Homo sapiens), P49146. NPY-Y2 expressing cells, antagonist mode. inhibition, % at 2.7 µM. hit rate 0.99% among 140,000. AID 793, 2007; in the data active means inhibition above about 17%;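 further: 0% = vehicle with agonist challenge and 100% = reference antagonist with challenge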
Target sequence (P49146 whole entry, looked up): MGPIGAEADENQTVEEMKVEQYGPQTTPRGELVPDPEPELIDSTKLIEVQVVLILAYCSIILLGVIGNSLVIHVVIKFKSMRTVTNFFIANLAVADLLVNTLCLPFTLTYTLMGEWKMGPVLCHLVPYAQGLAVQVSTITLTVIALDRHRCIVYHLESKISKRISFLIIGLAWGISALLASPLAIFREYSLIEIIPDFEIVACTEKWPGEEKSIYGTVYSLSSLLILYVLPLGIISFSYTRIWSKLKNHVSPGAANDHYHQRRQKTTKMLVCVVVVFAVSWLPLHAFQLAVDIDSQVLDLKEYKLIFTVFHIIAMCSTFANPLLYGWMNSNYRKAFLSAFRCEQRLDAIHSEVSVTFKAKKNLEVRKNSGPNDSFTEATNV
GALR2 blocker = GALR2 antagonists in receptor-expressing cells, primary screen | inhibition, % at 4 µM | Galanin receptor type 2 (Homo sapiens), O43603 | antagonist mode | AID 828, 2007 | hit rate 0.39% among 140,000; in the data active means inhibition above about 27%;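 further: cells stimulated with galanin 1-16 at roughly its EC80; 0% = agonist challenge control and 100% = basal control without agonist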
Target sequence (O43603 whole entry, looked up): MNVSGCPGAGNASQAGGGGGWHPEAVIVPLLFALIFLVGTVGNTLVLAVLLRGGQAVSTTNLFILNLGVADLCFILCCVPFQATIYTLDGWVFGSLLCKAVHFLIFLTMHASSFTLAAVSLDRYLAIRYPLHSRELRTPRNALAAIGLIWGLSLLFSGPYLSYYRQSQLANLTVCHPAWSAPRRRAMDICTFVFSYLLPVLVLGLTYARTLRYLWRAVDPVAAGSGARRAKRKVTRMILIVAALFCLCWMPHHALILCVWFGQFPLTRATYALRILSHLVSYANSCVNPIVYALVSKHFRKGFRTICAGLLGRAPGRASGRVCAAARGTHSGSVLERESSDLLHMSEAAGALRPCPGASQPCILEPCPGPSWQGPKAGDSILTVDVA
Measles CPE = compounds protecting cells from measles virus cytopathic effect, primary screen, measles RdRp inhibitor project, single point, MLSMR library, absorbance; Measles virus-infected cells, CPE protection; protection (pct of control), % at 4 µM; hit rate 1.5% among 140,000; in the data active means protection mostly above about 24%, no sharp cut-off; inactive means mostly below about 26%; further: some compounds called inactive have numbers as strong as hits
Yeast lifespan up = compounds extending yeast replicative lifespan, primary screen, S. cerevisiae, OD615; S. cerevisiae growth with nicotinamide; deaD strain in restrictive glucose medium; inhibition of the nicotinamide effect, % at 10 µM; hit rate 0.68% among 130,000; AID 775, 2007;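 active means inhibition above a set limit, placed 3 SD over the median of all compounds, cut at about 26% in these data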;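 further: 0% = nicotinamide-treated wells and 100% = cells grown without nicotinamide; some compounds called inactive have numbers as strong as hits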
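Material: Modified budding yeast, DeaD strain | Medium: Restrictive glucose medium | Probe or stimulus: 1.5 mM nicotinamide | Dosing: Single dose 10 µM compound, 0.25% DMSO | Times: 48 h at 30 °C | Technique: OD615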
MRP1 act = H69AR viability gain despite doxorubicin, primary screen, MRP-1 activator project, H69AR cells, CellTiter-Glo. hit rate 0.61% among 140,000. viability rescue. viability increase, % at 10 µM;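 active means viability gain under doxorubicin at or above a set limit, the compound median plus 3 SD, cut at about 4.7% in these data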;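 further: MRP-1 overexpressing cells given doxorubicin 25 µM after compound pretreatment; 18-22 h compound pretreatment then 72 h with doxorubicin before readout; 0% = doxorubicin-only wells and 100% = vehicle-treated cells without doxorubicin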
E-sel TNF inh = E-selectin induction blockers in HUVEC – imaging, immunofluorescence, high content, primary screen | HUVEC TNFa-induced E-selectin immunofluorescence | inhibition, % at 2 µM | hit rate 0.71% among 120,000;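 active means inhibition above the batch mean plus 3 SD, and confirmed as a hit on visual image review, cut at about 43% in these data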;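 further: 0% = TNF-stimulated DMSO wells and 100% = unstimulated control wells; not every result past the cut was called active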
HCT116 bCat-KO = primary screen for growth suppressors in beta-catenin knockout HCT116 cells (colon tumor, human); HCT116 beta-catenin knockout viability, CellTiter-Glo, 60 h; stronger effect = lower value; viability, % at 10 µM; hit rate 1.5% among 140,000; AID 818, 2007;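 active means viability at or under a set limit, the compound median less 4 SD, cut at about 6% in these data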;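 further: 0% = Hyamine 1622 control at 20 µM and 100% = untreated cell control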
Phagocytosis inh = inhibitors of macrophage phagocytosis, primary screen, imaging, J774A.1 cells, IgG beads | J774A.1 macrophage IgG-bead phagocytosis | inhibition, % at 5 µM | hit rate 0.07% among 110,000 | AID 1029, 2008;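 active means inhibition above the mean of the plate negative controls plus 5 SD, cut at about 13% in these data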;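 further: phagocytic index as fraction of beads internalized from green versus red external bead signal; plate controls were DMSO negative control for no effect and cytochalasin-D positive control for full effect; some results beyond the cut were filed as inactive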
BB579 growth dn = growth inhibitors of yeast BB579 in restrictive medium, primary screen, yeast lifespan-shortening project, S. cerevisiae; OD615, 48 h; inhibition, % at 10 µM; hit rate 0.51% among 140,000; AID 804, 2007;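 active means inhibition above a set limit, 3 SD over the mean compound inhibition, cut at about 44% in these data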; further: inactives centre near -24
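Test system: DeaD yeast strain BB579 / Buffer or medium: restrictive glucose-based CSMM-D medium / Doses: single 10 µM dose / Schedule: 4 h cell preincubation, 48 h compound exposure, 30 °C humidified / Technique: culture absorbance at 615 nm / Controls: amphotericin B positive control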
Starred values were filed as active, the others as inactive; . = no result given; & = joins results of further samples.

SMILES	PTEN del growth	NPY Y2 blocker	GALR2 blocker	Measles CPE	Yeast lifespan up	MRP1 act	E-sel TNF inh	HCT116 bCat-KO	Phagocytosis inh	BB579 growth dn
CCCCn1c(C)cc(C)c(S(=O)(=O)c2ccccc2C)c1=O	86	0	-12	19	8	-0.9	-2	87	-1	-70
COc1cc(S(=O)(=O)N2CCOCC2)ccc1NC(=O)CN1c2cccc3cccc(c23)S1(=O)=O	88	-1	0	5	4	-0.6	.	93	.	-32
COC(=O)c1ccc(NC(=S)NC2CCCCC2)cc1	51	1	-7	5	-14	-5.3	6	60	-1	-23
Cn1c(=O)c2c(ncn2CC(=O)N2CCc3ccccc3C2)n(C)c1=O	95	0	-3	2	-6	-2.0	20	101	5	-6
O=C(Nc1cccc(O)c1)C(=O)Nc1ccccn1	87	2	5	8	-6	-2.1	.	88	.	-23
O=C(NCC1OCCc2ccccc21)c1ccco1 (centres undefined)	108	-2	-3	8	-9	-0.7	-18	102	3	-26
Cn1c(=Nc2ccc(N3CCOCC3)cc2)ccc2ccccc21	79	2	6	9	-7	-1.4	3	89	-3	-24
Cc1nc(CS(=O)(=O)c2ccccc2)cc(Sc2ccccc2Cl)n1	109	4	0	9	8	-0.8	-1	88	0	-46
CCNc1c(NC(C)=O)c(=O)oc2ccccc12	96	0	10	10	4	1.8	.	91	-2	-55
Cc1ccc(S(=O)(=O)NC2c3cccc4cccc(c34)C2Sc2nncn2C)cc1 (centres undefined)	93	21*	4	17	3	-1.4	.	75	4	19
Cc1cc2nnc(SCC(=O)OC(C)C)n2c2ccccc12	97	2	-3	0	-4	-3.4	-25	94	.	-26
Cc1ccc2nc(SCC(=O)NNC(=O)c3ccccc3)[nH]c2c1	91	-3	3	22	-3	0.0	.	87	-21	11
O=C1CCCc2sc3c(c2N1)CCCCC3	96	3	1	3	-15	-0.8	5	98	0	-26
CCCn1nc2cc(C(=O)NCCc3cccs3)ccc2c1OCC	108	1	8	20	-11	-0.9	.	87	-1	-28
O=C(c1ccco1)N1CCN(S(=O)(=O)c2ccc(C3CCCCC3)cc2)CC1	66	16	-4	6	-21	-2.3	-2	69	-1	-26

Results in BB579 growth dn and HCT116 bCat-KO, for 3 of the compounds above:
compound,BB579 growth dn,HCT116 bCat-KO
O=C(NCC1OCCc2ccccc21)c1ccco1 (centres undefined),-26,102
O=C1CCCc2sc3c(c2N1)CCCCC3,-26,98
Cc1cc2nnc(SCC(=O)OC(C)C)n2c2ccccc12,-26,94

Next part
SMILES	PTEN del growth	NPY Y2 blocker	GALR2 blocker	Measles CPE	Yeast lifespan up	MRP1 act	E-sel TNF inh	HCT116 bCat-KO	Phagocytosis inh	BB579 growth dn
CCN1CCN(C(=O)/C=C\C(=O)O)CC1	95	4	-22	9	-8	-0.4	15	84	0	-38
Cc1nc2ccccc2c2oc(C(=O)N3CCC(N4CCCCC4)CC3)cc12	86	1	-3	5	-6	-2.8	21	76	0	-21
O=S(=O)(NNc1ccc(Cl)nn1)c1ccc(F)cc1	87	1	4	23	-2	2.1	.	78	-6	9
CCOC(=O)Cn1nc(-c2ccccc2)c2cnc3ccc(CC)cc3c21	96	26*	-14	24	-3	-2.1	-1	91	.	-6
Cc1[nH]c2ccccc2c1/C=C/c1cc[n+](C)cc1	89	8	-7	29	-7	-1.3	1	89	.	-24
CCCNS(=O)(=O)c1cc(Br)cc2c1N(C(=O)CC)CC2	85	1	3	5	-8	-2.9	-14	94	-4	-23
O=S(=O)(c1cccc(-c2nnco2)c1)N1CCCC1	101	2	-10	9	-5	-3.5	-6	107	-1	-42
Cc1ccc(C)c(S(=O)(=O)N2CCN(CC(=O)Nc3cc(C)on3)CC2)c1	88	2	-6	22	0	-1.1	.	79	-1	9
CC(C(=O)Nc1sc2c(c1C(=O)NCC1CCCO1)CCC2)N1C(=O)c2ccccc2C1=O (centres undefined)	116	-7	-6	4	13	0.1	.	100	-1	6
Cc1ccc(NC(N)=S)cc1	101	0	2	3	-2	-2.3	.	101	-2	8
Cc1nc(NC(=O)C23CCC(C)(C(=O)O2)C3(C)C)sc1C (centres undefined)	85	1	11	6	3	-1.3	9	94	0	-8
Cn1c(SCC(=O)Nc2ccc(F)cc2F)nnc1-c1cccnc1	98	-1	15	5	-5	-1.7	9	95	0	8
Brc1ccc(-c2cn3ccccc3n2)s1	87	8	14	3	-12	-1.5	-4	81	-1	-33
Cc1occc1-c1nnc(SCC(=O)NC2CCCC2)n1-c1ccccc1	93	1	-6	26	.	-3.1	-2	101	.	-38
CC(C)(C)C1CCC2(CC1)C(C#N)=C(SCC(=O)NC1CCCCC1)NC(=O)C2C#N (centres undefined)	61	0	-7	6	-1	-4.3	2	72	-1	-45
Cc1ccc2c(CSc3nc4ccccc4c(=O)n3CCCO)cc(=O)oc2c1C	85	28*	4	9	-7	-0.1	0	77	0	-21
CN(C)S(=O)(=O)c1ccc(S(=O)(=O)N2CCN(CCC#N)CC2)cc1	103	1	6	15	-8	-0.2	-15	98	0	-20
Clc1ccc(/C=C/c2nc3ccccc3[nH]2)cc1	45	6	6	7	-20	-5.1	.	41	.	-67
CC1CC(C)CN(c2ccc(-n3cnnn3)cc2[N+](=O)[O-])C1 (centres undefined)	71	0	-9	5	-24	-2.9	-28	85	.	-52
CCOC(=O)C1(c2ccccc2)NC(c2ccccc2C)C2C(=O)N(c3ccc4c(c3)OCO4)C(=O)C21 (centres undefined)	85	6	13	3	0	-3.8	-15	82	.	-40
CCOC(=O)N1CCN(/C=C(\C#N)c2nc3ccccc3s2)CC1	88	3	7	10	-7	-2.0	.	90	0	-18
COc1cc(CNCc2ccccn2)ccc1OCc1ccccc1Cl	65	4	-9	3	6	-3.6	.	71	0	-24
O=C(COC(=O)/C=C/c1cccc(Br)c1)NCCC1=CCCCC1	86	10	-1	9	9	-1.0	.	89	-1	-35
COc1cccc(-c2cc(C(F)(F)F)nc(N3CCC(C)CC3)n2)c1	88	0	-9	9	-5	1.1	.	84	.	-34
O=C(Nc1ccccc1)/C(=C\c1cccs1)NC(=O)c1ccccc1	90	5	1	22	0	-1.6	.	90	2	-19
Cn1c(=O)c(Cc2ccccc2)c(O)c2ccccc21	95	3	1	8	-4	-2.7	-14	97	.	-27
COc1ccc(-n2c(SCC(=O)N3CCOCC3)nc(O)c(Cc3ccccc3)c2=O)cc1	90	3	-6	12	11	-0.7	-21	89	-1	-20
Nc1nonc1C(=O)NCCNCc1ccccc1OCc1ccc(F)cc1	41	17*	5	4	-20	-3.6	41	29	0	-24
CCOc1ccc(C2/C(=C(/O)c3ccc(OC)cc3)C(=O)C(=O)N2c2cc(C)on2)cc1OC (centres undefined)	87	2	8	2	-3	1.2	-4	86	-1	-37
Fc1ccc(C2CC(c3ccccc3)n3ncnc3N2)cc1 (centres undefined)	82	1	-9	11	-11	-1.9	-15	80	-2	-16
CC(C)CCNC(=O)CCC(=O)NNc1nc2ccccc2c2nc(-c3ccccc3)nn12	101	1	10	20	2	-2.4	.	92	-7	-22
Clc1ccc(OCc2nnc(SCc3nc4ccccc4[nH]3)n2Cc2ccco2)cc1	22	1	6	11	-8	-0.8	.	19	-1	-62
C/C(=N\NC(=O)c1ccccc1)c1nc2ccccc2n1C	13	0	12	10	-4	-1.0	.	11	-5	8
C1CSC2(N1)C1CC3CC(C1)CC2C3 (centres undefined)	.	0	11	7	2	1.6	10	96	-4	11
N#Cc1nc(-c2ccco2)oc1N1CCC(Cc2ccccc2)CC1	80	20*	-6	7	-13	-0.1	17	84	-1	-14
CCOP(=O)(OCC)C(C)(C)NC(=O)c1cc([N+](=O)[O-])cc([N+](=O)[O-])c1	99	5	-16	4	1	-0.5	0	96	0	-41
CC(C)(C)c1ccc(-c2cc(N)n[nH]2)cc1	85	-1	-7	10	-13	-1.3	2	88	0	-6
CCOc1ccc(NC(=O)CSc2nc3ccccc3c(=O)n2Cc2cccs2)cc1	99	2	0	21	2	-2.3	.	103	-13	-31
CC(=O)c1cccc(NC(=O)CN2C(=O)COc3ccc(Cl)cc32)c1	85	3	-3	13	-10	-1.2	0	86	0	-57
CCC(C(=O)NCc1ccco1)n1nc(-c2ccc(OC)cc2)ccc1=O (centres undefined)	71	0	-7	16	-14	-0.6	40	74	0	-5
Cc1ccc(-c2cn(-c3ccccc3)c(SCC(=O)NC3CCS(=O)(=O)C3)n2)cc1C (centres undefined)	95	1	15	4	-6	-2.8	-14	88	-2	-21
Cc1sc(N/N=C/c2cccnc2)nc1-c1ccccc1	34	-4	3	83*	-17	-2.2	1	72	6	-34
Cc1ccc(C)n1-c1ccc(C(=O)NCC2CCCO2)cc1 (centres undefined)	31	1	-5	10	-10	-1.9	.	40	0	-44
Cc1ccc(S(=O)(=O)N2CCOCC2)cc1C(=O)NC1CCCCC1	90	4	1	15	-6	-2.0	-5	85	-1	-22
O=C(CSc1nnnn1C1CCCCC1)Nc1ccc2c(c1)OCO2	87	10	0	12	-4	-0.1	5	91	5	-26
COC(=O)c1sc(NC(=O)CSc2nc3cccnc3n2C2CCCCC2)nc1C	91	2	-5	4	-1	-1.1	.	84	0	-23
CN1CCN(C(=O)CCn2nc(-c3ccccc3)c3ccccc3c2=O)CC1	91	4	-7	2	-21	-2.1	-18	95	-2	-33
Cc1cc2ncn(C(=O)c3ccc4c(c3)OCO4)c2cc1C	75	3	0	18	-12	-0.8	.	86	0	-21
Cn1c(=O)c2c(O)cc(=O)n(-c3ccccc3)c2n(C)c1=O	111	2	-4	2	6	0.9	.	99	-3	-71
O=c1c2ccccc2[nH]c(=S)n1CCN1CCC(=C(c2ccc(F)cc2)c2ccc(F)cc2)CC1	86	8	-10	26	0	-1.4	.	80	.	-55
Cc1cc(NC(=O)C2CC(c3ccccc3Cl)=NO2)no1 (centres undefined)	112&93	-2	3	1	-18	1.8	6	105	1	-2
Cc1ccc(C)c(N2CCN(C(=O)c3cc4sccc4n3C)CC2)c1	50	1	-6	12	-25	-1.0	-5	50	.	-52
COc1cccc(C2=NN(C(=O)c3ccccc3)C(O)(C(F)(F)F)C2)c1 (centres undefined)	106	8	1	18	7	-1.8	-21	98	0	-81
O=S(=O)(Nc1ccc(S(=O)(=O)Nc2nccs2)cc1)c1ccc2c(c1)OCCO2	107	3	11	5	-13	-0.1	-7	90	0	-39
Brc1ccccc1C1CC(c2ccccc2)=Nc2ccccc2N1 (centres undefined)	61	6	0	29	-5	-5.6	.	73	-1	-56
